# Screens deposited in PubChem BioAssay by National Center for Advancing Translational Sciences (NCATS).
# Eya2 inh: qHTS Assay for Inhibitors of the Phosphatase Activity of Eya2; recombinant Eya2, OMFP fluorescence dephosphorylation (OMFP is methylfluorescein phosphate); actives 0.006% (n = 330,000); Protein phosphatase EYA2 (Homo sapiens), O00167; AID 488837, 2010; Potency, µM (series often up to 76.9 µM), for the others: top-dose activity, negative = inhibition, actives largely listed as inhibitors; also: potency is read from the fitted curve at half-maximal effect; % is scaled to controls: 0 for no effect and ±100 for the full control effect
# Target sequence (O00167 whole entry, looked up): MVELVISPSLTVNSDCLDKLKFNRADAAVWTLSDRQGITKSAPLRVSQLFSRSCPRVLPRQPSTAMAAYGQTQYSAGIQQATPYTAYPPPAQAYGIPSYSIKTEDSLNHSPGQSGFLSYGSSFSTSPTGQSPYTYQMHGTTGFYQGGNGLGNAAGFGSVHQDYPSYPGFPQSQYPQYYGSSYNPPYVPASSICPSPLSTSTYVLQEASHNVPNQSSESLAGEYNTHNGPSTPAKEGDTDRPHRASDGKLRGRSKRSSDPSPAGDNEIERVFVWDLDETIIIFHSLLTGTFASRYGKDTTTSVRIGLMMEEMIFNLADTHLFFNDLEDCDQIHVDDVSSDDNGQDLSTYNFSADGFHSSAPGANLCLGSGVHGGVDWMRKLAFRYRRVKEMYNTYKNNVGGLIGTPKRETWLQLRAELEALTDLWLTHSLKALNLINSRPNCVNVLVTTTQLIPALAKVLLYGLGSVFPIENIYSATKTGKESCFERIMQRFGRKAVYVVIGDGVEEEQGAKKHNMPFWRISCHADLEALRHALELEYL
#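 Eya2 protein (added as 0.2 uM solution) was preincubated with compound for 10 min at ambient temperature in 50 mM HEPES pH 7.5, 50 mM NaCl, 5 uM MgCl2, 0.05% BSA, 1 mM DTT. OMFP (added at 50 uM) then reacted 10 min; fluorescence read at 485/525 nm.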
# GALK inh: qHTS Assay for Inhibitors of Human Galactokinase (GALK). Purified GALK, Kinase-Glo residual ATP luminescence. AID 1868, 2009. P51570. actives 0.007% (n = 270,000). Potency, µM (doses to about 57.5 µM), for inactives: at the highest dose activity change, negative = inhibition, usual class: inhibitors; also: potency is read from the fitted curve at half-maximal effect; % is scaled to controls: 0 for no effect and ±100 for the full control effect
# Target sequence (P51570 whole entry, looked up): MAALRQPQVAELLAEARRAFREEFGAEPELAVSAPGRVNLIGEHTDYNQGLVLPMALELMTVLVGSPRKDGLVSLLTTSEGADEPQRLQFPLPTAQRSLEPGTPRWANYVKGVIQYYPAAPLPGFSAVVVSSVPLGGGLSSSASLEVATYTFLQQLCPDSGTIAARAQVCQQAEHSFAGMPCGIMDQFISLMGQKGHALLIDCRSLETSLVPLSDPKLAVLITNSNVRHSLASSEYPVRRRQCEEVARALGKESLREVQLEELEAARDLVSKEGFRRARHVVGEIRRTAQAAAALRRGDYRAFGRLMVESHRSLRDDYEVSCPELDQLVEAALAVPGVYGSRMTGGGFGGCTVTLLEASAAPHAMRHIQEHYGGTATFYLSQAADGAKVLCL
#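 GALK at 5 nM final was combined with compound, 35 uM ATP and 100 uM galactose in HEPES pH8.0 with MgCl2 and DTT. The reaction ran one hour at room temperature before luminescent ATP detection.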
# MBNL1 CUG block: qHTS Assay for Inhibitors of MBNL1-poly(CUG) RNA binding. Potency, µM (top dose mostly 57.5 µM), without a hit: at the highest dose activity change, negative = inhibition, most hits filed as inhibitors. actives 0.036% (n = 280,000). TR-FRET MBNL1-His/biotin-(CUG)12 binding, 665/545 ratio. AID 2675, 2010; active = well fitted inhibition curve with a large enough effect in the signal ratio, with a control signal flat, not every such curve was filed as active; inconclusive = small, poorly fitted or top-dose-only effect, or effect the other way, or a change in a side signal; inactive = no such curve, though single readings can be large or run the other way; the % refers to the signal ratio; also: potency is read from the fitted curve at half-maximal effect; % is scaled to controls: 0 for no effect and ±100 for the full control effect
#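 His-tagged MBNL1 binding to biotinylated (CUG)12 RNA was measured by TR-FRET using terbium anti-His antibody (0.055 ng/ul final) and streptavidin-XL665 (5 nM final). Compounds were titrated 92 nM to 58 uM; 60 min at room temperature.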
# Chronic BCR inh: qHTS Assay to Find Inhibitors of Chronic Active B-Cell Receptor Signaling. ABC-DLBCL IkBa-CBG/CBR reporter, luminescence ratio, 4 h. Potency, µM (series often up to 46.1 µM), for inactives: at the highest dose ratio change, negative = lower green/red ratio, usual class: inhibitors. actives 0.05% (n = 340,000). AID 493014, 2011; active = well fitted inhibition curve with a large enough effect in the signal ratio, with a control signal flat, not every such curve was filed as active; inconclusive = small, poorly fitted or top-dose-only effect, or effect the other way, or a change in a side signal; the % refers to the signal ratio;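 also: potency is read from the fitted curve at half-maximal effect; plate controls were basal doxycycline-induced cells for no effect and cells given 10 µM MG132 for full effect; MG132 reads +100%, hits lower the ratio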
#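 TMD8 human ABC-DLBCL cells with doxycycline-inducible IκBα–green luciferase fusion and unfused red luciferase, in 0.5% FBS medium; compounds up to 46 uM, 4 h at 37C. Green/red luminescence ratio, filter-overlap corrected, fitted to concentration-response curves.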
# Mito fusion act: qHTS Assay for Small Molecule Inhibitors of Mitochondrial Division or Activators of Mitochondrial Fusion | AID 485298, 2010 | S. cerevisiae fusion-defective mutant growth rescue, CellTiterGlo 48 h | actives 0.23% (n = 320,000) | Potency, µM (titrated, usually from 46.1 µM), for the others: top-dose growth rescue (activation), hits mostly activators;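 also: potency is read from the fitted curve at half-maximal effect; % of control where 0% means no effect; nearly all actives have a fitted effect of over 45% in size; temperature-sensitive fusion mutants such as fzo1-1 at 37 °C on non-fermentable ethanol glycerol medium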
#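 Compounds are tested for their ability to restore growth of mitochondrial fusion-defective yeast strains at non-permissive 37C in YPEG medium over 48 hours. Viability is quantified by luciferase luminescence.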
# Menin MLL FP TR: qHTS Assay for Inhibitors Targeting the Menin-MLL Interaction in MLL Related Leukemias: Competition With Texas Red Labeled MLL-derived Mutant Peptide; Potency, µM (top dose mostly 61.6 µM), for inactives: at the top dose FP activity change, negative = inhibition, most hits filed as inhibitors; actives 0.23% (n = 270,000); Menin + Texas Red MLL mutant peptide, fluorescence polarization; O00255; active = well fitted inhibition curve with a large enough effect in the polarisation, with a control signal flat, not every such curve was filed as active; inconclusive = small, poorly fitted or top-dose-only effect, or effect the other way, or a change in a side signal; inactive = no such curve, though single readings can be large or run the other way; the % refers to the polarisation; also: potency is read from the fitted curve at half-maximal effect; % of control where 0% means no effect; many of its hits are not listed in these tables
# TSHR antag: Antagonists of the Thyroid Stimulating Hormone Receptor: HTS campaign; Thyrotropin receptor (Homo sapiens), P16473; TSHR-expressing cells, TSH-stimulated cAMP HTRF, 2 h; active compounds read low; activity change, negative = inhibition, % at 11.5 µM; actives 0.2% (n = 330,000); AID 504810, 2011;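 active = activity change below a set negative limit, meaning inhibition stronger than a set level, cut at about -70% in these data; inconclusive = activity change between two set negative limits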; also: % is scaled to controls: 0 for no effect and ±100 for the full control effect
#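 TSHR-expressing cells, 200/well, pre-treated with compound, then stimulated with EC80 TSH (4nM final) for 2 hours at 37 deg C. cAMP measured by competitive HTRF: anti-cAMP cryptate antibody in lysis buffer plus cAMP-d2, read after 30 minutes at room temperature.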
# USP2a block: qHTS Assay for Inhibitors of Ubiquitin-specific Protease USP2a Using CHOP2 as the Reporter; Ubiquitin carboxyl-terminal hydrolase 2 (Homo sapiens), O75604; USP2 core, Ub-CHOP2 coupled fluorogenic reporter, 485/531; Potency, µM (doses to about 38.3 µM), inactives show at the highest dose activity change, negative = inhibition, most hits filed as inhibitors; actives 0.01% (n = 330,000); AID 463254, 2010;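 also: potency is read from the fitted curve at half-maximal effect; plate controls were DMSO wells for no effect and full inhibition by NEM control for full effect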
#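 USP2 core (10nM final) preincubated 30min RT with compound in 20mM Tris-HCl pH 8.0, 2mM CaCl2, 2mM beta-mercaptoethanol, 0.05% CHAPS; 25nM Ub-CHOP2 plus 25nM reporter substrate added, fluorescence (Ex485/Em531) read after 60min.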
# S-ASM inh: Inhibitors of Secretory Acid Sphingomyelinase (S-ASM): qHTS; Sphingomyelin phosphodiesterase (Homo sapiens), P17405; placental ASM, HMU-PC fluorogenic substrate, 60 min; Potency, µM (top dose mostly 57.5 µM), inactives show at the highest dose activity change, negative = inhibition, most hits filed as inhibitors; actives 0.006% (n = 340,000); AID 504937, 2011; also: potency is read from the fitted curve at half-maximal effect
#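 Fluorescence read-out (Ex 386 nm, Em 447 nm) after stopping the reaction at pH 10. Enzyme: ASM from human placenta; substrate HMU-PC0, 9 uM final; 60 min, 37 °C. Compound preincubation 10 min, ambient temperature.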
# PKM2 activator: qHTS Assay for Activators of Human Muscle isoform 2 Pyruvate Kinase | Potency, µM (titrated, usually from 57.5 µM), inactives show at the highest dose activation, most hits filed as activators | AID 1631, 2009 | purified PKM2, Kinase-Glo ATP luminescence, activation; response scale: 0% is enzyme alone, no compound | actives 0.34% (n = 260,000) | Pyruvate kinase PKM (Homo sapiens), P14618; also: potency is read from the fitted curve at half-maximal effect; % is scaled to controls: 0 for no effect and ±100 for the full control effect; nearly all actives have a fitted effect of over 55% in size
#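 Purified hPK-M2 (>95%) run at intermediate activity with 0.1 mM ADP and 0.5 mM PEP in 50 mM imidazole pH 7.2, KCl, MgCl2; 1 h room temperature. ATP formed read by Kinase-Glo luminescence; normalized to uninhibited and no-enzyme controls.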
# KCNH2 WT inh: qHTS for Inhibitors of KCHN2 3.1: Wildtype qHTS; Voltage-gated inwardly rectifying potassium channel KCNH2 (Homo sapiens), Q12809; U2OS, BacMam KCNH2, thallium flux FluxOr; active compounds read low; activity change, % at 1.84 µM; actives 0.37% (n = 340,000); AID 720551, 2013;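 active = maximum activity change below -70%; inconclusive = maximum activity change between -70% and -50%; inactive = maximum activity change above -50%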; also: % is scaled to controls: 0 for no effect and ±100 for the full control effect
#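 U2OS cells were transduced with wild-type KCNH2 virus (2.03 x 10^8 / mL) for 4 h at room temperature, then cultured overnight at 37 C. Thallium flux was read with FluxOr dye. Rate constants were normalized to DMSO controls.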
# Starred values were filed as active, the others as inactive; i = inactive; u = inconclusive; x = not tested or not shown; [ ] = dose if it differs, or a comment. Unless noted, calls follow the shape of the dose curve; as a rule, active = well fitted curve in the direction sought with a large enough effect; inconclusive = small, poorly fitted or top-dose-only effect, or another doubt; inactive = no such curve, though single readings can be large; an effect the other way counts as inactive or inconclusive. An excerpt, so the mix of outcomes need not match the whole.
SMILES,Eya2 inh,GALK inh,MBNL1 CUG block,Chronic BCR inh,Mito fusion act,Menin MLL FP TR,TSHR antag,USP2a block,S-ASM inh,PKM2 activator,KCNH2 WT inh
Cc1ccc(C(=O)Nn2c(N)c(S(=O)(=O)c3ccc(C)cc3)c3nc4ccccc4nc32)cc1,11%,0%,17%,9%,1%,u,7,-1%,220%[activator],-2%,0
COc1cc(C=O)ccc1OCCCOc1ccccc1[N+](=O)[O-],-15%,2%,12%,2%,-1%,0%,0,2%,-1%,-6%,6
COc1ccc(/C=C/C(=O)Nc2ccc(S(=O)(=O)Nc3onc(C)c3C)cc2)cc1OC,0%,-3%,u,-1%,-1%,u,14,-3%,4%,-2%,-1
O=C(N/N=C/c1ccco1)c1cccc(S(=O)(=O)Nc2ccccc2Cl)c1,-4%,1%,16%,0%,8%,19%,-7,4%,0%,3%,10
C=CCC1S/C(=N/N=C/c2cccs2)NC1=O (configuration not stated),2%,10%,-8%,u,14%,3%,14,0%,-3%,-8%,-14
O=C(CC(=O)N/N=C\c1ccc(F)cc1)NCCc1ccccc1,7%,5%,5%,1%,8%,u,22,2%,-5%,0%,11
Cc1nn(S(=O)(=O)c2ccccc2)c(C)c1Sc1ccc([N+](=O)[O-])cc1,-3%,0%,12%,-7%,9%,4%,-41,0%,51%[activator],-3%,3
CCCn1c(=O)c(C(=O)Nc2cccc(C)n2)c(O)c2ccccc21,-7%,1%,-3%,0%,-7%,-15%,15,-1%,3%,2%,-3
O=C(CSc1nnc(-c2ccccc2)c(-c2ccccc2)n1)Nc1ncc(Cl)cc1Cl,-9%,2%,36%[activator],u,22%,-20%,-11,-6%,0%,7%,-5
O=C(Cn1cc(Cl)ccc1=O)c1ccc(Cl)cc1,-3%,1%,x,-1%,-1%,-3%,9,1%,4%,8%,-134*
CNC(=O)CCCCC(=O)N/N=C/c1ccc(Cl)cc1Cl,-20%,4%,1%,3%,0%,x,-1,0%,-2%,-3%,1
N/C(=N\c1nc2ccccc2o1)NC(=O)c1ccccc1,26%,1%,-7%,u,1%,-17%,3,0%,4%,7%,-3
CCOC(=O)c1c(C)[nH]c(C(=O)CSc2nnc(Nc3ccccc3F)s2)c1C,-2%,-4%,-10%,0%,14%,-21%,5,-1%,-8%,-4%,4
COc1ccc(NC(=O)CSc2n[nH]c(N)n2)cc1OC,3%,4%,x,-4%,2%,1%,30,3%,16%,-17%,-5
CCOc1ccc(CCNC(=O)CCc2nnc3ccc(N4CCOCC4)nn23)cc1,3%,x,-9%,-5%,-2%,0%,4,0%,6%,-3%,-2
Cc1ccc(S(=O)(=O)N(C)C)cc1NC(=S)NCCc1ccccn1,-3%,1%,2%,2%,0%,-10%,13,6%,8%,-1%,x
CCOc1ccc(/C=C2/C(=O)N(c3ccc(OC)cc3)C(=S)N2CC(=O)OC)cc1OCC,1%,-3%,14%,u,-5%,13%,-10,0%,-6%,-2%,3
Nc1ncnc2oc(-c3ccco3)c(-c3ccco3)c12,5%,-2%,u,0%,11%,u,9,2%,50%[activator],u,3
CC(=O)OC(Cn1ccnc1)c1ccccc1 (configuration not stated),12%,-1%,13%,-7%,0%,-4%,-3,1%,0%,2%,-1
COc1ccc(NC(=O)c2cc(S(=O)(=O)N(Cc3ccccc3)c3ccccc3)ccc2Cl)cn1,10%,3%,-3%,u,4%,-10%,5,-10%,1%,-13%,-8
CN1CCC(N(C)C(=O)Cc2ccccc2[N+](=O)[O-])CC1,9%,0%,9%,1%,-3%,1%,-1,-1%,-1%,1%,4
CNC(=O)CCCc1nc(-c2ccccc2Cl)no1,-3%,0%,-9%,u,-2%,-4%,-7,3%,-1%,-6%,-7
CC(/C=C/c1cccc([N+](=O)[O-])c1)=N/NC(=O)c1cccnc1,1%,0%,17%,1%,-1%,-11%,-1,1%,-2%,5%,14
CC(OC(=O)c1oc2ccccc2c1COc1ccccc1)C(N)=O (configuration not stated),0%,14%,0%,-5%,0%,-7%,15,-5%,-1%,-7%,22
O=C(NCc1ccc(F)cc1)C1CCCN(C(=O)NCc2ccccc2)C1 (configuration not stated),-11%,7%,0%,u,6%,-7%,-4,3%,-1%,-1%,-3
CCOC(=O)C1(Cc2ccccc2)CCN(Cc2cccc3nccnc23)CC1,-10%,1%,-4%,u,0%,-16%,1,0%,0%,0%,81
CC1SC(c2ccc(F)cc2)N(CCc2ccccc2)C1=O (configuration not stated),8%,2%,-5%,4%,13%,u,22,0%,-1%,x,-4
O=C(COc1cc(Cl)ccc1Cl)Nc1ccc2c(c1)CCC2,-4%,0%,x,0%,-2%,-12%,-3,3%,-2%,0%,-12
CN1CC=C2C(C#N)=C(N)C(C#N)(C#N)C(c3ccsc3)C2C1 (configuration not stated),-18%,0%,u,-2%,1%,14%,-31,14%,x,2%,2
CCCc1nnc(SCC(=O)N2CCCCC2C)n1CC1CCCO1 (configuration not stated),3%,0%,-25%,1%,1%,21%,2,3%,1%,-1%,-6
CSCC(C)N1CCC(CO)(CCCc2ccccc2)CC1 (configuration not stated),13%,5%,3%,1%,12%,-7%,10,0%,-1%,-6%,18
CO/N=C(/C)CCS(=O)(=O)c1ccccc1,10%,-2%,-9%,1%,-2%,-5%,1,5%,5%,-3%,-8
COc1ccc(NC(=O)CN(C)C(=O)c2cccc(Oc3ccccc3)c2)cc1,20%,x,x,u,22%,x,5,0%,-4%,x,-15
COC(=O)c1sc(S(=O)(=O)Nc2c(C)nn(C)c2C)c(C(=O)OC)c1C,-8%,x,x,-2%,0%,x,6,4%,-1%,x,-7
O=C(OCC(=O)N1CCCc2ccccc21)c1ccc(Br)o1,17%,2%,-6%,4%,2%,-5%,-9,0%,0%,-5%,-3
Cc1ccccc1NC(=S)c1nc2ccccc2[nH]1,3%,2%,15%,-1%,10%,u,21,-1%,-4%,-2%,-5
COc1ccccc1N1CCN(CC(=O)Nc2ccc(C)c(F)c2)CC1,5%,0%,-3%,-3%,6%,4%,13,-4%,1%,-4%,4
CCn1nc(C)c(NC(=O)CSc2nnc(-c3ccco3)n2C)c1C,13%,0%,-3%,1%,-8%,-17%,6,0%,5%,-4%,-2
Cc1cc(C)n2nc(C(=O)N/N=C/c3ccc(Cl)cc3)nc2n1,-17%,9%,6%,-16%,-3%,u,0,2%,-5%,x,x
CNC(=O)CSc1nnc(CCc2ccccc2)n1-c1ccccc1,-27%,-1%,-4%,3%,5%,u,7,1%,3%,-14%,-4
Cc1cc(NC(=O)CSc2ncnc3c2cnn3-c2cccc(Cl)c2)no1,-8%,7%,-1%,-2%,-1%,-1%,8,3%,-1%,1%,7
O=C(c1ccc(-c2ccc([N+](=O)[O-])cc2Cl)o1)N1CCOCC1,-3%,0%,u,-2%,-3%,-5%,-8,-1%,1%,17%,i
COc1ccc(NC(=O)Nc2ccccc2C)c(OC)c1,0%,0%,-2%,1%,-3%,14%,-12,1%,0%,0%,5
NC(=O)[C@@H]1CCCN1Cc1nc(Cc2ccccc2F)no1,-13%,0%,2%,-8%,-3%,12%,3,3%,3%,-2%,-5
